# DENV2 CPE rescue: inhibitors of DENV2 cytopathic effect; DENV2-infected cells, cytopathic effect rescue, plate reader; CPE inhibition, % at 9.99 µM; 350,000 compounds, 1.7% hits; AID 651640; in the data active means CPE inhibition above about 20%, passing the limit was not always enough; inconclusive means no clear call, values can overlap the other calls; tested in BHK-21 cells;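 further: 0% = median of neutral control wells and 100% = median of positive control wells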
# F508del corr: correctors of CFTR F508del function in bronchial epithelial cells; 350,000 compounds, 0.36% hits; activity (quench increase), % at 7.58 µM; CFBE cells, YFP halide quenching; stimulated with forskolin plus potentiator P3; % fluorescence drop versus neutral controls;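 active means mean added fluorescence quench of at least 8% versus neutral control, with both replicates also reaching 8%; inconclusive means only one of the mean or replicate conditions met; inactive means mean below 8% and not both replicates reaching 8%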;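 further: cells transiently co-express mutant CFTR-F508del with the halide-sensitive YFP; corrector assay measuring rescue of mutant channel to the surface after 24 h compound exposure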
# Casp6 inh: blocks human caspase-6 cleavage activity. inhibition, % at 12.5 µM. purified caspase-6, Z-VEID-R110 cleavage fluorescence. 350,000 compounds, 0.53% hits. P55212;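 active means mean inhibition across replicates at least about 35%, with every replicate also reaching that limit, limit read from the data; inconclusive means only one of the two criteria met; inactive means neither criterion met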;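 further: 0% = median of neutral control wells and 100% = no fluorescence left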
# Target sequence (P55212 24-179 limits assumed): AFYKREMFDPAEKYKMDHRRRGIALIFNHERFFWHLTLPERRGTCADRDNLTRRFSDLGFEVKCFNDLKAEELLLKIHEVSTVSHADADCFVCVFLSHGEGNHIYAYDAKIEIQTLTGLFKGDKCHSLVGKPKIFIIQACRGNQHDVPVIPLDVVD
# Target sequence (P55212 194-293 limits assumed): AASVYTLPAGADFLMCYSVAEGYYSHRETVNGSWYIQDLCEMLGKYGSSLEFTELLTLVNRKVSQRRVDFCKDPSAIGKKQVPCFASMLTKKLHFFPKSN
# RAD52 anneal inh: blocks human RAD52 DNA annealing; inhibition, % at 18.7 µM; recombinant RAD52 DNA annealing, FRET fluorescence; AID 651710; 360,000 compounds, 0.46% hits; P43351;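 active means every replicate showing at least 50% inhibition; inconclusive means mean inhibition at least 50% but not in every replicate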
# XiGFP reactiv: X-chromosome reactivation activator; XiGFP mouse fibroblasts, % GFP-positive cells imaging, 3 d; cells co-treated with 5-aza-dC sensitizer; scaled so ellipticine positive control = 100%; activation, % at 7.58 µM; 360,000 compounds, 0.055% hits; AID 743238;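 active means mean normalized replicate activation at least 10% and every replicate at or above 10%; inconclusive means only one of the two criteria met; inactive means mean below 10% and not all replicates reach 10%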;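 further: 0% = median of on-plate neutral control wells and 100% = ellipticine 6 µM median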
#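 System: SV40-immortalized XiGFP fibroblast cells, line 68-5-11 / Incubation: 3-day compound exposure, then 15 min fixation at room temperature / Compound: single concentration per compound, delivered by pin transfer / Buffer or medium: DMEM plus 5-aza-dC sensitizer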
# RAD54 inh: blocks human RAD54 Holliday junction branch migration; FAM/BHQ fluorescence; AID 602329; inhibition, % at 10.4 µM; 360,000 compounds, 0.14% hits;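 active means mean normalized replicate activity at least 40 and at least half of replicates scoring 40 or more; inconclusive means only one of the two criteria met; inactive means mean below 40 and under half of replicates reaching 40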;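 further: 0% = median of neutral control wells and 100% = median of positive control wells; inhibitors cause a drop in the FAM fluorescence signal; in these data hits start at about 50%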
# Target sequence (Q92698 whole entry, looked up): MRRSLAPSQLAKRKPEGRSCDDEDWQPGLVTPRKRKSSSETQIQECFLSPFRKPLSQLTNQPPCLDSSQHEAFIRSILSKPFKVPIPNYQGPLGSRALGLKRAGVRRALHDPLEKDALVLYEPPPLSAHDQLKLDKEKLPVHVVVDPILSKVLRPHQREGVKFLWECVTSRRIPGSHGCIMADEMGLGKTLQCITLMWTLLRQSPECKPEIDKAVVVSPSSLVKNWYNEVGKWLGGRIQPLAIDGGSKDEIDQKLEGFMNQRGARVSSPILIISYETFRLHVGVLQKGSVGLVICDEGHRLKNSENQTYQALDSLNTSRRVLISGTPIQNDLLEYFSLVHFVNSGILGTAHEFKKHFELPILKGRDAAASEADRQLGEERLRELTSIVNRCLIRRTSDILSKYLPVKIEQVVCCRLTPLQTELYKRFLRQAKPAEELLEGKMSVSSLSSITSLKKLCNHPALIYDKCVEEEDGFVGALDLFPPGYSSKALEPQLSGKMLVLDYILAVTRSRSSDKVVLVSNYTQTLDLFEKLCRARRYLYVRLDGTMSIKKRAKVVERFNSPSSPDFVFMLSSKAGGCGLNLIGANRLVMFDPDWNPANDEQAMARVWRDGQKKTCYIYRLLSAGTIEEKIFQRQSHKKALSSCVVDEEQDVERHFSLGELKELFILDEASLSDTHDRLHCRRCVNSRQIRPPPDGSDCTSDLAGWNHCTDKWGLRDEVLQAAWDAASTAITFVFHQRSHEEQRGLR
# GSIS activator: primary screen for activators of insulin secretion dependent on glucose, INS-1E cells, GLuc reporter luminescence. INS-1E GLuc reporter insulin secretion, 2-3 h. activation, % at 16.6 µM. 370,000 compounds, 0.61% hits. AID 743287;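 active means lowest replicate activation of at least 40%, so every replicate reaches that level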;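 further: 0% = median of neutral control wells and 100% = median of IBMX positive control wells; some compounds called inactive have numbers as strong as hits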
# E-selectin induc: E-selectin induction on HUVECs | P16581 | HUVEC E-selectin immunofluorescence imaging; normalized: neutral wells 0, TNF-alpha wells 100 | activation, % at 7.58 µM | 260,000 compounds, 0.37% hits | AID 686992;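 active means mean E-selectin-positive cell signal at least 10% of the positive control, reached in at least 60% of replicates, without over 20% cell loss; inconclusive means no rule given, readout overlaps actives, possibly toxicity-flagged; inactive means the rest, including those meeting only one limit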;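 further: in these data hits start at about 27%; measured in HUVEC primary endothelial cells; signal is the percent of cells scored E-selectin positive by PE staining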
#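 Assay system: HUVEC primary endothelial cells. Input: 3,000 HUVEC seeded per well. Doses: one compound dose added by pin transfer. Read-out basis: % PE-positive cells. Benchmarks: TNF-alpha high, DMSO low. Detection: immunofluorescence imaging. Buffer or medium: EGM-2, gelatin.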
# * marks the source's active call; other numbers are inactive results; ? = inconclusive; . = no result given.
SMILES,DENV2 CPE rescue,F508del corr,Casp6 inh,RAD52 anneal inh,XiGFP reactiv,RAD54 inh,GSIS activator,E-selectin induc
Cc1ccc2nc(Cl)c(C3CC(c4ccco4)=NN3S(C)(=O)=O)cc2c1 (stereo not drawn),-3,-1.1,7,-25,0.2,.,-2,.
CN(Cc1ccccc1)C(=O)c1ccc(NC(=O)Cc2ccc(NC(=O)C3CCCN(S(=O)(=O)c4cccc([N+](=O)[O-])c4)C3)cc2)cc1 (stereo not drawn),-6,5.2,0,-21,-0.1,-4,9,2.2
Cc1cc(/C=N/NC(=O)c2ccc(O)cc2)c(C)n1CC(C)C,-1,0.2,-1,-11,-0.1,-2,-14,.
O=C(CN1C(=O)NC(Cc2ccccc2)C1=O)Nc1ccc(OC(F)(F)F)cc1 (stereo not drawn),?,-1.5,1,-5,0.1,-1,-11,0.2
CC(C)C[C@H]1CN(CCCC[C@@H]2CNC(=O)C(=O)N2CC2CCCCC2)C(=O)C(=O)N1CCc1ccc(O)cc1,-4,2.5,1,-15,-0.1,.,-33,.
O=C(OCC(=O)N1CCN(c2ccccc2)CC1)c1ccncc1,10,2.4,2,-12,0.1,-14,2,0.0
C[C@@H]1CCCCO[C@H](CN(C)C(=O)Nc2ccc(F)cc2)[C@@H](C)CN([C@H](C)CO)C(=O)c2cc(NC(=O)C3CCCCC3)ccc2O1,.,2.1,-3,6,-0.2,-2,-11,-0.1
Cc1noc(C)c1NC(=O)Nc1ccc2c(c1)C(=O)N([C@H](C)CO)C[C@H](C)[C@@H](CN(C)S(C)(=O)=O)OCCCC[C@H](C)O2,-3,0.6,0,3,0.1,-2,6,-0.2
COc1ccc(-c2nc(C#N)c(NCCc3ccccc3)o2)cc1,.,3.4,-1,-2,.,.,5,.
O=C(c1cc2ccccc2oc1=O)N1CCCN(C(=O)c2cc3ccccc3oc2=O)CC1,-5,-1.3,-3,-8,-0.1,.,.,-0.2
C/C(=N\Nc1nncc2ccccc12)c1ccc(O)cc1,-6,-1.9,0,-7,0.0,-6,2,0.2
Cc1cc(C)c2c(c1)/C(=N\N=c1\sc3ccccc3n1C)C(=O)N2,-1,-2.2,-1,-10,0.0,9,13,-0.2
O=C(c1ccccc1F)N1CC(=O)N2[C@@H](CO)[C@@H](c3ccc(-c4cccnc4)cc3)[C@@H]2C1,11,2.7,0,5,0.3,.,12,-0.1
O=[N+]([O-])c1cc2c(cc1Br)CCN2,6,-0.1,-1,-12,0.0,.,-10,.
O=C1/C(=C/c2cccs2)SC(=S)N1c1cccc(O)c1,-1,-3.4,3,-19,-0.3,.,-8,52*
Cc1noc(C)c1NC(=O)Nc1ccc2c(c1)C(=O)N([C@H](C)CO)C[C@H](C)[C@H](CN(C)S(=O)(=O)c1cccs1)OCCCC[C@H](C)O2,3,2.0,0,-27,0.0,-4,-3,0.0
COc1ccc(OC)c(C=NN=Cc2cc(OC)ccc2OC)c1,1,3.2,-2,-7,0.1,13,.,.
CCNC(=O)[C@@H]1[C@@H](CO)[C@@H]2Cn3c(ccc(-c4cncnc4)c3=O)[C@@H]2N1C(=O)NC1CCCC1,-9,2.9,1,-5,0.3,8,0,-0.2
CCOC(=O)N1CCC(NC(=O)c2cc(C(=O)Nc3ccc(S(=O)(=O)N4CCCCC4)cc3)ccc2CO)CC1,-2,-3.1,2,-13,0.0,.,2,.
CCCOc1cc(C)c(S(=O)(=O)NCc2cccs2)cc1C,2,-2.8,6,3,0.0,6,-33,0.3
Nc1[nH]c(C(=O)c2ccccc2)c(-c2ccc(Cl)cc2)c1C(=O)NCc1ccccc1,0,-2.7,4,-12,0.3,.,-11,1.1
Cc1ccccc1NC(=O)NNC(=O)COc1ccc2ccccc2c1,11,-0.1,-1,-6,0.0,-9,6,-0.2
COC(=O)c1ccc(N2C(c3ccsc3)=Cc3cc4c(cc3C2CC(=O)c2ccco2)OCO4)cc1 (stereo not drawn),11,3.0,-4,-10,0.0,.,10,0.3
C/C=C/c1cnc2c(c1)C(=O)N([C@@H](C)CO)C[C@@H](C)[C@H](CN(C)C(=O)c1cccnc1)O2,?,0.4,-1,6,-0.3,10,2,0.1
CC(C)OC(=O)c1cc(C(=O)c2cc(Br)ccc2O)coc1=N,-3,2.0,-3,-45,0.1,-5,-15,0.0
# Remaining list, next part.
SMILES,DENV2 CPE rescue,F508del corr,Casp6 inh,RAD52 anneal inh,XiGFP reactiv,RAD54 inh,GSIS activator,E-selectin induc
C[C@H](CO)N1C[C@H](C)[C@H](CN(C)Cc2ccccc2)Oc2cc(C3=CCCC3)ccc2S1(=O)=O,-7,2.8,3,-12,-0.8,1,-1,0.7
C[C@@H]1CN([C@@H](C)CO)C(=O)c2cc(C#Cc3ccccc3F)cnc2O[C@@H]1CN(C)C(=O)Cc1ccccc1,-9,3.4,0,18,-0.7,6,-10,0.3
CCCCn1c(N)c(N(CCOC)C(=O)c2c(C)noc2C)c(=O)[nH]c1=O,8,-1.5,0,-5,0.3,.,15,-0.1
C[C@@H]1CN([C@H](C)CO)C(=O)c2cc(NS(=O)(=O)c3ccc(Cl)cc3)ccc2O[C@@H]1CN(C)Cc1ccccc1,42*,2.3,-2,2,-1.5,-13,-4,.
c1nc2ccc(Cc3ccc4nc[nH]c4c3)cc2[nH]1,10,-3.7,-2,8,0.0,1,.,.
O=C(Nc1cccc(C(=O)N2CCCCC2)c1)c1ccccc1,-10,-2.3,-1,-14,.,-19,10,-0.9
O=c1c(-c2cccc(Cl)c2)c[nH]n1-c1ccccc1,-5,-2.2,0,-5,0.0,0,-24,0.7
C[C@@H]1CCCCO[C@H](CN(C)C(=O)Nc2cccc3ccccc23)[C@@H](C)CN([C@H](C)CO)C(=O)c2cc(NC(=O)c3ccncc3)ccc2O1,-6,4.8,5,3,-1.3,-17,9,-0.1
CO[C@@H]1CN(C)C(=O)c2cc(NC(=O)C3CCOCC3)ccc2OC[C@@H](C)N(C(=O)C2CCOCC2)C[C@H]1C,-7,-1.5,-2,2,0.5,-3,-4,0.0
OC[C@@H]1[C@H](c2ccc(C3=CCCCC3)cc2)[C@@H]2CN(CCC(F)(F)F)CCCCN12,-5,0.9,-3,29,0.1,4,-10,-0.4
O=C(NC(=S)N1CCN(CCO)CC1)C12CC3CC(CC(C3)C1)C2,-3,-3.9,0,-10,-0.1,-24,3,4.3
CCN1CCN(C(=S)c2ccc(OCC(=O)NCc3ccccc3)cc2)CC1,-2,1.5,-3,-13,-0.2,.,6,-0.5
COc1cc(NC(=O)c2cccnc2)c(Cl)cc1NC(=O)c1ccc(Cl)cc1,-5,2.5,-1,10,0.1,-1,11,0.6
CC(C)NC(=S)N/N=C/c1ccc2c(c1)OCCO2,.,.,1,1,0.0,.,-8,.
COCC(=O)N(C)C[C@@H]1Oc2ncc(-c3ccc(C)cc3)cc2C(=O)N([C@H](C)CO)C[C@H]1C,-7,0.5,0,9,-0.5,17,6,0.2
Cc1c(C)n2c(SCC(=O)N3CCCCC3)nnc2[nH]c1=O,3,0.9,-1,-4,0.1,.,3,0.4
Cc1csc(SCC(=O)NCc2ccccc2Cl)n1,4,1.1,-1,-3,-0.1,.,-6,0.8
COc1ccc(S(=O)(=O)Nc2cccc3c2O[C@H](CN(C)C(=O)NC2CCCCC2)[C@H](C)CN([C@H](C)CO)C3=O)cc1,-10,2.5,-2,-3,-0.1,-12,-5,0.0
C[C@H](NC(=O)c1nc[nH]c1C(=O)N[C@@H](C)C(=O)OC(C)(C)C)C(=O)OCc1ccccc1,-8,-0.8,-9,0,0.1,2,-8,.
O=C(NC1CCCCC1)C1CCCN1S(=O)(=O)c1ccc(F)cc1 (stereo not drawn),2,-0.7,-3,-16,0.4,3,-6,0.0
CC[n+]1c(/C=C/Nc2ccccc2)oc2ccc(OC)cc21,4,-2.6,5,-58,0.0,.,6,1.2
C[C@@H]1CN([C@@H](C)CO)C(=O)Cc2cc(NC(=O)C3CC3)ccc2O[C@H]1CN(C)S(=O)(=O)c1cccs1,2,-5.5,3,8,0.0,-8,5,23
O=C(CSc1nnc2ccc(-c3ccccn3)nn12)Nc1ccccc1,-5,-3.0,-3,-8,-0.1,-2,9,.
CCCOc1ccc(-c2c(=O)n(O)c3ccccc3[n+]2[O-])cc1,-1,0.5,-1,-16,0.2,-3,-9,.
C[C@@H]1CN([C@@H](C)CO)C(=O)c2c(c3ccccc3n2C)-c2ccccc2CO[C@H]1CN(C)Cc1cccc(O)c1,25*,2.5,0,3,0.0,.,-16,-0.4

# 2 entries from above, as tab-separated lines.
SMILES	DENV2 CPE rescue	F508del corr	Casp6 inh	RAD52 anneal inh	XiGFP reactiv	RAD54 inh	GSIS activator	E-selectin induc
Cc1c(C)n2c(SCC(=O)N3CCCCC3)nnc2[nH]c1=O	3	0.9	-1	-4	0.1	.	3	0.4
Cc1csc(SCC(=O)NCc2ccccc2Cl)n1	4	1.1	-1	-3	-0.1	.	-6	0.8

# The listing continues.
SMILES,DENV2 CPE rescue,F508del corr,Casp6 inh,RAD52 anneal inh,XiGFP reactiv,RAD54 inh,GSIS activator,E-selectin induc
O=C(NCc1ccccn1)c1ccc(CNS(=O)(=O)c2cccc(C(F)(F)F)c2)cc1,-5,1.3,2,-12,0.0,.,-9,.
Cc1nc2sc(C(c3ccccc3)N3CCOCC3)c(O)n2n1 (stereo not drawn),-4,-1.4,2,-13,.,8,6,.
Cc1ccc(S(=O)(=O)N(C)C)cc1NC(=O)COC(=O)COc1ccc2c(C)cc(=O)oc2c1,3,-3.6,-2,-8,0.0,0,10,0.0
CCN(CC)C(=O)c1cc2c(=O)n3cccc(C)c3nc2s1,-1,-0.9,-2,1,0.0,-3,-7,.
O=C(N/N=C/c1ccccn1)c1cc(-c2cccc3ccccc23)n[nH]1,-9,1.2,1,-31,0.4,.,-5,.
CCC(CC)c1nnc(NC(=O)CS(=O)(=O)c2ccc(C)cc2)s1,3,0.3,0,-1,0.0,-3,0,.
COc1ccc(N2CCN(C(=O)c3cccc(NC4=NC5CS(=O)(=O)CC5S4)c3)CC2)cc1 (stereo not drawn),-2,-2.2,-1,-21,0.1,-13,-7,53*
CNC[C@H]1Oc2ccc(NS(=O)(=O)c3ccc(OC)cc3)cc2CC(=O)N([C@@H](C)CO)C[C@H]1C,3,-0.9,-1,10,0.2,9,-5,-2.1
CC(=O)N1c2ccc(S(=O)(=O)N3CCCC(C(=O)Nc4cc(C)cc(C)c4)C3)cc2CC1C (stereo not drawn),-7,4.4,-3,-29,1.2,10,-10,0.4
Cc1ccccc1OCc1nnc(SCc2cc(=O)[nH]c3ccccc23)n1-c1ccccc1,?,2.3,-2,-19,-0.1,3,6,.
CC(=O)NC[C@@H]1[C@H](c2ccc(-c3cccnc3)cc2)[C@H](CO)N1C(=O)C1CC1,7,-4.2,0,-7,0.1,2,13,1.0
O=C(Nc1ccccc1)c1ccccc1Br,-11,-3.0,0,-11,-0.1,11,7,.
CCCn1c(SCC(=O)NCC2CCCO2)nc2c1c(=O)n(C)c(=O)n2C (stereo not drawn),.,.,0,-2,.,-5,5,0.4
CC(C)C#Cc1cnc2c(c1)C(=O)N([C@@H](C)CO)C[C@@H](C)[C@@H](CN(C)C(=O)c1ccccc1)O2,-4,1.6,1,6,-0.8,.,7,0.6
